Bioassay records as filed in PubChem BioAssay.
Polio RdRp inh = poliovirus RNA polymerase inhibition; P03300; poliovirus polymerase elongation, fluorescence polarization; hits give low values; % elongation, % (compound at 16.7 µg/mL); 0.66% of 150,000 active; AID 588519; in the data active = % elongation below about 90%; also: some results filed as inactive read as strong as hits
Target sequence (P03300 1749-2209 limits assumed): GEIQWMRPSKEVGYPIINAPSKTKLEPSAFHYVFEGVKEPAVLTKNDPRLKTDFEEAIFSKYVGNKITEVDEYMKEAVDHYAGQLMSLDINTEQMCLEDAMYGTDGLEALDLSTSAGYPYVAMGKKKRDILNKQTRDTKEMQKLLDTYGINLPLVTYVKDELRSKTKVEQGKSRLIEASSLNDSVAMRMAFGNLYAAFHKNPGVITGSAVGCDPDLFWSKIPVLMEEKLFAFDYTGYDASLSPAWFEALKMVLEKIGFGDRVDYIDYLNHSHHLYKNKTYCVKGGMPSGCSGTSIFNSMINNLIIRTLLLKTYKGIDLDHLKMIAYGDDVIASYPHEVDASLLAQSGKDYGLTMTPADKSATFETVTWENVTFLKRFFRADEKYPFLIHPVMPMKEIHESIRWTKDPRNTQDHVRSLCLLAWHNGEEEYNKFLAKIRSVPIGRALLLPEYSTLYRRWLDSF
Polio RdRp inh FP z-score = second read-out of Polio RdRp inh, no call of its own (marks repeat the call); z-score; measured here: FP z-score; hits read low
The depositor's hits bear a star.

SMILES	Polio RdRp inh	Polio RdRp inh FP z-score
Cc1ccc(NC(=O)CSC2CCS(=O)(=O)C2)cc1Cl (configuration not stated)	106.0	1.4
COc1cc2c(cc1NC(=O)C(C)NCCc1ccc(F)cc1)oc1ccccc12 (configuration not stated)	103.0	0.2
CN(Cc1ccccc1)c1ncnc2onc(-c3cccc(Cl)c3)c12	101.0	0.5
CN(C)c1ccc(C=Nc2ccccc2)cc1	102.0	0.2
CC(C)C(=O)N1CCCSC1=Nc1ccccc1	109.0	0.5
O=c1c(-c2ccccc2Cl)coc2cc(O)ccc12	103.0	0.2
CC(=O)Nc1ccc(S(=O)(=O)NCc2ccc(C(=O)NCCN3CCCCCC3)cc2)cc1	103.0	0.7
O=C(CC(c1ccccc1)c1ccccc1)NCC1COc2ccccc2O1 (configuration not stated)	105.0	0.1
FC(F)(F)c1cc(-c2ccccc2)n2c(n1)nc1ccccc12	103.0	0.3
Cc1cccc(NC(=O)Cn2c(=O)n(CCCS(=O)(=O)C3CCCCC3)c(=O)c3ccccc32)c1	101.0	-2
O=C(NCCn1cc(SCc2ccc(C(F)(F)F)cc2)c2ccccc21)c1cccs1	104.0	-0.1
Cc1cccc(C)c1OCC(=O)Nc1c(C(=O)c2ccccc2)oc2ccccc12	111.0	1.1
COc1ccccc1NC(=O)Nc1ccccc1OC	103.0	0.2
Cc1cc(C)c(Cn2c3ccccc3c3cnn(CC(=O)NCCC4=CCCCC4)c(=O)c32)c(C)c1	106.0	-0.2
CCOC(=O)Cn1c(=N)n(Cc2ccc(C(C)(C)C)cc2)c2ccccc21	98.0	-0.8
Cc1ccc(C(=O)Nc2c(N)nc(SCC(=O)N3CCCc4ccccc43)[nH]c2=O)cc1	96.0	-1.5
O=C(O)CCc1nnc2cnc3ccccc3n12	107.0	0.3
CCOc1nc(Cl)nc(N(C2CCCCC2)C2CCCCC2)n1	103.0	0.3
Cc1cc(OC(=O)N(C)C)cc(C)c1Cl	101.0	-0.6
COc1cccc(NC(=O)CCNc2ccccc2C)c1	102.0	0
CCCN1CC=C2C(C#N)=C(N)C(C#N)(C#N)C(C(C)C)C2C1 (configuration not stated)	58.0	-7.8
COc1ccccc1OCc1ccc(C(=O)Nc2ccccc2Cl)o1	101.0	0
O=C(NCC1CCCO1)c1cc2ncc(Br)cn2n1 (configuration not stated)	99.0	-1.2
CSc1nc(-c2ccc(Cl)cc2)nn1C(=O)N(C)C	109.0	1.3
O=c1c2cc3c(cc2nc2sc(Nc4ccc(F)cc4F)nn12)OCO3	103.0	-0.5
Cc1cc(C)cc(-n2c(=O)c3oc4ccccc4c3n(CC#N)c2=O)c1	100.0	-0.8
Cc1cccc(NC(=O)CSc2nnc(CSc3nc(C)cc(C)n3)o2)c1	102.0	0
O=C1CCCC/C1=C/Nc1ccc(Br)cc1F	104.0	0.8
COc1ccccc1CNC(=O)CN(c1ccccc1OC)S(C)(=O)=O	101.0	-0.3
Cc1ccc(Cl)cc1NC(=O)Cn1c(=O)c(CNc2ccccc2)cc2cc3c(cc21)OCCO3	102.0	-0.6
CCCCN1C(=O)NC(C(F)(F)F)(C(F)(F)F)C2=C1CC(C)(C)CC2=O	103.0	0.2
c1ccc(CN2CCC(N3CCN(C4CCCCC4)CC3)CC2)cc1	100.0	-0.6
Cc1cccc(N2CCN(C(=O)CCCCn3c(=O)[nH]c4ccsc4c3=O)CC2)c1C	103.0	-0.7
CCOc1ccc(C(=O)NCC(c2cccs2)S(=O)(=O)c2ccccc2)cc1 (configuration not stated)	105.0	-0.4
Cc1ccc(S(=O)(=O)CCC(=O)N2CCN(c3ccccc3)CC2)cc1	104.0	0.6
COc1cc(NC(=O)N2CCC3(CC2)Nc2cc(F)ccc2-n2cccc23)cc(OC)c1OC	109.0	0.7
Cc1nc(S(=O)(=O)N2CCC(NC(=O)c3ccccc3)CC2)cn1C	108.0	1.3
COc1ccc(C(=O)Cn2ccsc2=NC(C)=O)cc1	101.0	-0.2
CCCCOC(=O)Nc1ccc(N(C)C)cc1	101.0	-0.1
CCOC(=O)/C=C1\SCC(=O)N1CCOc1cccc(Br)c1	104.0	0.6
CSc1ncc(C(=O)Nc2ccc(C)c(Cl)c2)c(-c2ccccc2)n1	99.0	-1.7
CC(C)Cn1c(=O)c2ccccc2n2c(-c3ccc(Br)cc3)nnc12	108.0	0
CN(C)/C=C(\C#N)c1cccc(C(F)(F)F)c1	101.0	-0.2
CN1CCC(=NNC(=O)c2ccccc2)CC1	102.0	0.1
Cc1c(OCC(=O)OCc2ccccc2)ccc2c1oc(=O)c1ccccc12	111.0	0.8
COCC(=O)NC(C)c1nc2ccccc2n1Cc1cc(C)ccc1C (configuration not stated)	104.0	0.5
C#CCn1c(O)c(N=NC(=O)CNC(=O)c2ccccc2)c2ccccc21	102.0	0.2
O=C(Nc1ccc(F)cc1F)c1c2c(nc3ccccc13)C(=O)N(C1CCCCC1)C2	108.0	0.2
CCOC(=O)N1CCN(C(=O)c2ccc3c(c2)NC(=O)C(CSCc2ccccc2F)N3)CC1 (configuration not stated)	73.0	-9.1
CN(c1ccc(OCC(=O)N2CCOCC2)cc1)S(=O)(=O)c1ccc(F)cc1	105.0	0.4
CC1=Nn2c(nnc2-c2ccc(Cl)cc2)SC1	102.0	0.1
COc1cc(C(=O)OC(C)C(=O)N2CCCc3ccccc32)ccc1OCc1c(C)noc1C (configuration not stated)	105.0	0.3
O=c1[nH]c(-c2ccco2)nc2sc3c(c12)CCCC3	103.0	-0.1
Cc1ccccc1Nc1nn2c(=O)c3ccc(C(=O)NCc4ccccc4)cc3nc2s1	104.0	0.2
FC(F)(F)c1cc(-c2ccc3ccccc3c2)no1	102.0	0
COc1cc2cc(CNc3ccc(C)cc3)c(=O)n(CC(=O)Nc3ccc(F)cc3F)c2cc1OC	104.0	-0.3
Brc1cccc(-c2nn(-c3ccccc3)c3c2cnc2cc4c(cc23)OCO4)c1	112.0	0.9
CCc1ccc2nc(NC(=O)Cc3csc(NC(=O)c4ccco4)n3)sc2c1	115.0	1.2
C=CCN1C(=O)NC(=O)/C(=C\c2ccccc2)C1=O	99.0	0
Cc1ccc(CS(=O)(=O)c2ncc(Cl)c(C(=O)Nc3nc4ccc(C)cc4s3)n2)cc1	107.0	0

Next section:
SMILES	Polio RdRp inh	Polio RdRp inh FP z-score
O=C(OCC1CCCN2CCCCC12)c1ccccc1O (configuration not stated)	106.0	0.3
CCn1cnc2cc(NC(=O)COc3ccccc3)ccc21	104.0	0.8
O=C(O)c1cccc(S(=O)(=O)Nc2ccccn2)c1	101.0	-0.4
CCC(=O)Oc1ccc2c3c(c(=O)oc2c1)CCC3	108.0	0.7
Cc1ccc(-c2nnc3ccccc3c2C(=O)Nc2ccccc2F)cc1	106.0	-0.2
S=C(NCCc1ccccc1)N1CCN(c2ncccn2)CC1	100.0	-0.4
Cc1cc(NC(=O)c2cccc(F)c2)ccc1NC(=O)c1ccco1	106.0	1
CC(C)Oc1ccc(CNC(=O)CN2C(=O)CCc3cc(S(=O)(=O)N4CCCCC4)ccc32)cc1	102.0	-1
Cc1ccc(-c2nnc(Nc3ccc(OCC(N)=O)cc3)c3ccccc23)cc1S(=O)(=O)N(C)C	106.0	0.2
CC(=O)Nc1ccc(OS(=O)Nc2nnc(C)c3ccccc23)cc1 (configuration not stated)	104.0	-0.1
O=C(O)c1ccccc1-c1nn[nH]n1	98.0	-0.5
CC(C)(C)Cc1ccc(OCCCC(=O)O)c(CC(C)(C)C)c1	107.0	0.5

A different layout for some results above:
Values run as follows: Polio RdRp inh, Polio RdRp inh FP z-score
CCn1cnc2cc(NC(=O)COc3ccccc3)ccc21
    104.0, 0.8
O=C(O)c1cccc(S(=O)(=O)Nc2ccccn2)c1
    101.0, -0.4
CCC(=O)Oc1ccc2c3c(c(=O)oc2c1)CCC3
    108.0, 0.7
Cc1ccc(-c2nnc3ccccc3c2C(=O)Nc2ccccc2F)cc1
    106.0, -0.2
S=C(NCCc1ccccc1)N1CCN(c2ncccn2)CC1
    100.0, -0.4
Cc1cc(NC(=O)c2cccc(F)c2)ccc1NC(=O)c1ccco1
    106.0, 1

The results go on:
SMILES	Polio RdRp inh	Polio RdRp inh FP z-score
CC(=O)Nc1ccc(SC(C)C(=O)NC(N)=O)cc1 (configuration not stated)	108.0	0.5
CC(C)(C)C(=O)C[n+]1ccc(C(N)=O)cc1	99.0	-0.5
CCn1nnc2cc(C(=O)Nc3cccc(C(F)(F)F)c3)ccc21	108.0	0.2
CCC(=O)Nc1sc2c(c1C(=O)Nc1ccccc1C)CCC(C)C2 (configuration not stated)	97.0	-0.9
O=C(CSCc1ccc(F)cc1)N1CCc2c([nH]c3ccccc23)C1c1ccccc1 (configuration not stated)	109.0	0.3
O=C(CCCc1ccccc1)NC1CC(=O)N(c2ccc(F)cc2)C1 (configuration not stated)	101.0	-1.2
CCC(Sc1ccc(C(=O)O)cc1)C(=O)O (configuration not stated)	100.0	0.2
Cc1ccc(Cl)cc1N1CCN(C(=O)c2cn(C3CCCCC3)c(=O)c3c2c2ccccc2n3C)CC1	115.0	0.9
CC(C)N(Cc1ccccc1)S(=O)(=O)c1ccc(-c2cc(C(F)(F)F)on2)s1	107.0	0.1
CCCc1c(-c2ccccc2)nc2sc3c(c2c1N)CCCCC3	104.0	0.5
O=C(/C=C/c1ccc(Br)o1)OCc1ccccc1	102.0	0.1
CC1(C)CSC(=NCc2ccccc2)N1C(=O)Cn1[nH]c(=O)c2ccccc2c1=O	95.0	-0.9
O=C(OCn1nnc2ccccc2c1=O)C1COc2ccccc2O1 (configuration not stated)	100.0	-0.4
Nc1nonc1-c1ccccc1	99.0	-0.4
CC(C)n1nccc1C(=O)O	101.0	0
CN(CC(=O)O)S(=O)(=O)c1ccc(Oc2ccccc2)cc1	100.0	-0.8
O=C(Cc1ccccc1)Nc1c(C(=O)N2CCCCC2)cnn1-c1ccccc1	103.0	0.2
CC(C(=O)OCn1nnc2ccccc2c1=O)N1C(=O)c2ccccc2C1=O (configuration not stated)	103.0	0.1
CC(C)n1c(NN)nc2ccccc21	102.0	0.1
O=C(Nc1ccccc1)N1CCN(S(=O)(=O)c2ccccc2)CC1	100.0	-0.7
N#Cc1ccccc1NC(=O)CNC12CC3CC(CC(C3)C1)C2	98.0	-0.9
Cc1cc(C)cc(-n2c(CCC(=O)O)ccc2-c2cccs2)c1	102.0	0.1
COc1ccc(C(=O)c2sc3nc(-c4cccs4)cc(-c4cccs4)c3c2N)cc1	46.0	-5.1
COC(=O)c1ccc(NC(=O)Nc2ccc(C)cc2)cc1	100.0	0
CCOC(=O)c1c(C)oc2ccc(N(C(=O)c3ccncc3)S(=O)(=O)c3ccc(Br)cc3)cc12	101.0	-0.6
CCOc1nc(C)c(CC(=O)O)c(OCC)n1	104.0	0.8
N#Cc1c(-c2ccc(F)cc2)cc(-c2ccco2)nc1SCC(=O)Oc1ccccc1	43.0	-6.4
NNc1nc(-c2ccccc2)c2cc(Br)ccc2n1	107.0	0.6
Cc1ccc(CN2C(=O)C3(c4ccccc42)N(c2ccc(C)c(Cl)c2)C(=O)CS3(=O)=O)cc1 (configuration not stated)	106.0	0.1
N#CC(C#N)=Cc1ccc(-c2ccc3c(c2)COC3=O)o1	101.0	0
COc1ccc(NC(=O)c2sc3nc4c(cc3c2N)CN(Cc2ccccc2)CC4)cc1OC	114.0	1.1
O=C(NC1CCCCCC1)C1=NN(C2CCS(=O)(=O)C2)C(=O)CC1 (configuration not stated)	108.0	0.7
O=c1c(CNc2ccccc2)cc2cccc3c2n1CCC3	103.0	0.3
O=C1CS/C(=N/N=C/c2ccccc2O)N1	110.0	1.1
NC1=NC(=O)C(C(=O)NC2(C(F)(F)F)Oc3cc(Cl)c(Cl)cc3O2)S1 (configuration not stated)	105.0	0.4
CSc1ccc(C2C(C(=O)N3CCCCC3)=C(C)NC3=C2C(=O)CCC3)cc1 (configuration not stated)	101.0	0.2

Some of these compounds in order of number of heavy atoms, low to high:
SMILES	Polio RdRp inh	Polio RdRp inh FP z-score
O=C1CS/C(=N/N=C/c2ccccc2O)N1	110.0	1.1
CCOc1nc(C)c(CC(=O)O)c(OCC)n1	104.0	0.8
NNc1nc(-c2ccccc2)c2cc(Br)ccc2n1	107.0	0.6
O=c1c(CNc2ccccc2)cc2cccc3c2n1CCC3	103.0	0.3
N#Cc1c(-c2ccc(F)cc2)cc(-c2ccco2)nc1SCC(=O)Oc1ccccc1	43.0	-6.4
Cc1ccc(CN2C(=O)C3(c4ccccc42)N(c2ccc(C)c(Cl)c2)C(=O)CS3(=O)=O)cc1 (configuration not stated)	106.0	0.1
CCOC(=O)c1c(C)oc2ccc(N(C(=O)c3ccncc3)S(=O)(=O)c3ccc(Br)cc3)cc12	101.0	-0.6

(list continues)
SMILES	Polio RdRp inh	Polio RdRp inh FP z-score
CCOC(=O)C1=C(C)C/C(=N\NC(=O)c2ccccc2O)CC1	103.0	0.3
CS/C(=C(/C#N)S(=O)(=O)C(C)C)N1CCCC1	107.0	0.6
CC1CCN(C(=O)c2cc3n(n2)C(C(F)(F)F)CC(c2ccco2)N3)CC1 (configuration not stated)	103.0	0.4
Cc1ccccc1S(=O)Cc1ccc(C(=O)NCc2ccccc2Cl)o1 (configuration not stated)	104.0	-0.1
CC12CC(c3ccccc3O1)C(/C(N)=N\NC(=O)c1ccc(F)cc1)C(=O)N2 (configuration not stated)	104.0	0.8
CCn1c(C(=O)N2CCCC(C(=O)N3CCN(c4cccc(C)c4C)CC3)C2)cc2sccc21 (configuration not stated)	100.0	-1.7
CCNC(=O)c1sc2ccccc2c1Cl	102.0	0.3
O=C(CSc1nnc(-c2cccc(Cl)c2)o1)N1CCc2ccccc21	109.0	1
Cc1cc(C(=O)N(Cc2ccco2)Cc2cccs2)no1	103.0	0
O=C(O)[C@H](Cc1ccccc1)N1Cc2ccccc2C1=O	99.0	-0.7
CCOC(=O)c1c(C)c(C(=O)NCc2ccc(OC)cc2)c(C)n1C	103.0	0.4
COc1ccc(C)cc1CCNCc1ccncc1	101.0	-0.2
CCOC(=O)c1ccc(NC(=O)CC2C(=O)N(c3ccccc3)C(=O)N2Cc2ccc(C)cc2)cc1 (configuration not stated)	106.0	0.1
O=C(COc1ccc2c(c1)CCC2)NCCc1ccccn1	103.0	0
CCn1nc(C)c2c(-c3ccccc3)cc(=O)n(C(C)C(=O)NCCc3ccccc3)c21 (configuration not stated)	106.0	0.1
CC(=O)c1cc(-c2ccccc2)n(CCC(=O)Nc2cc(C)cc(C)c2)c1C	100.0	-0.6

Some of the compounds tested (hit frequency here may not be typical).
